Source: PubChem
KCNH2 3.1 block: KCNH2 3.1 (human) potassium channel inhibition; U2OS KCNH2 3.1, thallium flux FluxOr; hits give low values; activity change, % (tested at about 1.8 µM); 0.95% of 340,000 active; AID 720553;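 active = maximum activity change below -70%; inconclusive = maximum activity change from -70% to -50%; inactive = maximum activity change above -50%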;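 also: thallium influx rate constant from kinetic fluorescence after stimulation buffer; % is scaled to controls: 0 for no effect and ±100 for the full control effect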
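Steps: virus added to U2OS suspension (4 h, RT, dark); medium with 10% FBS added, cells plated, 37 C overnight; FluxOr/Red40 loading buffer 45 min RT; stimulation buffer, 2 min kinetic read; rate constant normalized.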
TRPV1 agonist: agonists of human vanilloid receptor 1 (TRPV1) | Q8NER1 | TRPV1-expressing cells, Fluo-8 calcium influx, agonist mode | activation, % at 8.33 µM | 0.19% of 320,000 active; in the data active = activation above about 80%; inconclusive = between about 30% and that limit; also: 0% is about no effect
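TRPV1-expressing cells were cultured overnight at 35.5C and loaded with Fluo-8 calcium dye for 40 to 90 min at room temperature. After a 10 s baseline, compound was added and calcium influx was read kinetically for 3 min (ex 480/em 520 nm).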
A-T KAP1 phos: potential ataxia-telangiectasia treatment | AID 485349 | […] A-T fibroblasts, KAP-1 phosphorylation AlphaLISA; neocarzinostatin DNA damage 30 min before lysis | 0.19% of 320,000 active | Potency, µM (highest dose often 57.5 µM), for the others: at the highest dose activation, hits mostly activators; also: potency is read from the fitted curve at half-maximal effect; % of control where 0% means no effect; nearly all actives have a fitted effect of over 45% in size
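hTERT-immortalized A-T patient fibroblasts ([…]), 500 cells/well in OPTI-MEM, 1% FBS, got compounds for 60 min, then NCS for 30 min at 37C. Lysates were then assayed for phospho-KAP-1 by AlphaLISA (anti-pKAP1 donor, anti-KAP1 acceptor beads), 6 hr at 25C.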
S-ASM inh: human S-ASM enzyme inhibition | Potency, µM (highest dose often 57.5 µM), for inactives: top-dose activity change, negative = inhibition, actives largely listed as inhibitors | 0.006% of 340,000 active | AID 504937 | placental ASM, HMU-PC fluorogenic substrate, 60 min | P17405; also: potency is read from the fitted curve at half-maximal effect
Target sequence (P17405 47-631 limits assumed): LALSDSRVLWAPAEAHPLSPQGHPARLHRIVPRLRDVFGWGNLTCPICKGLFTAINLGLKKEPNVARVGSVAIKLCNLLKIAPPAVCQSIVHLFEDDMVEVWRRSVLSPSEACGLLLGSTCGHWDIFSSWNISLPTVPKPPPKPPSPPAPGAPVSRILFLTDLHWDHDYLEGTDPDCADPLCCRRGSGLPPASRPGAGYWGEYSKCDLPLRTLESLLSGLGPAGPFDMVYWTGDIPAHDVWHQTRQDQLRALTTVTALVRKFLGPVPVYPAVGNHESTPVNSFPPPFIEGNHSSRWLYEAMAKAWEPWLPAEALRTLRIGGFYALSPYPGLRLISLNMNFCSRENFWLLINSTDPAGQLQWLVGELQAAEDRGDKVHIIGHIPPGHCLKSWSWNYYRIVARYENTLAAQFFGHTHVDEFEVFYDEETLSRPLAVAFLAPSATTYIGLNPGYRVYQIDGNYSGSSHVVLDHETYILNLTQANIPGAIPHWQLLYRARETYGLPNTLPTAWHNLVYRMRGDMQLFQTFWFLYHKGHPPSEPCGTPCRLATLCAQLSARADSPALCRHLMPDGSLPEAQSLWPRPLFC
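Human placenta-derived ASM enzyme was preincubated with compound for 10 minutes at room temperature, then given fluorogenic substrate HMU-PC0 (9 uM final) for 60 minutes at 37 °C; a pH 10 stop preceded fluorescence reading at Ex 386/Em 447 nm.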
FBPA coupling cs: coupling enzyme interference in Giardia aldolase counter-screen; AID 2472; coupling enzyme system counterscreen, AmpLite Red fluorescence; activity change, negative = inhibition, % at 58.2 µM, hits read low; 0.67% of 290,000 active; in the data active = activity change below about -30%; also: % is scaled to controls: 0 for no effect and ±100 for the full control effect
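Final compound at 57.5 uM, incubated 10 min at RT with coupling enzyme reagent (glyceraldehyde-3-phosphate), then 20 min with substrate and AmpLite Red detection. Fluorescence read at 525/598 nm; tests interference with the coupling assay, not aldolase inhibition.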
GALK inh: inhibitors of human galactokinase; P51570; Purified GALK, Kinase-Glo residual ATP luminescence; Potency, µM (series often up to 57.5 µM), inactives show top-dose activity change, negative = inhibition, hits mostly inhibitors; 0.007% of 270,000 active; AID 1868; also: potency is read from the fitted curve at half-maximal effect; % is scaled to controls: 0 for no effect and ±100 for the full control effect
Target sequence (P51570 whole entry, looked up): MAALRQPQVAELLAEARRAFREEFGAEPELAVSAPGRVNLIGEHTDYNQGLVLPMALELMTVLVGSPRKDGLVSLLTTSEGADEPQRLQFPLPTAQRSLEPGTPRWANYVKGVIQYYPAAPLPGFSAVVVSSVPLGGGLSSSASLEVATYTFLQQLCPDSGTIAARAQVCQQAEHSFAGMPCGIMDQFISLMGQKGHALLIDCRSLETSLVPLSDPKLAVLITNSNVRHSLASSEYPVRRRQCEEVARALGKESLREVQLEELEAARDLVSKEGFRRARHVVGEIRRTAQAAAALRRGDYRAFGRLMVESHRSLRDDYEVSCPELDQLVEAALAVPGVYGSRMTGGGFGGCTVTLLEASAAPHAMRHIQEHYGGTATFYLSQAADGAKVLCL
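Kinase-Glo Plus luminescence measured ATP left after a 1 h room-temperature reaction. The reaction used 5 nM GALK, 100 uM galactose and 35 uM ATP at pH 8.0 (20 mM HEPES, 5 mM MgCl2, 60 mM NaCl, 1 mM DTT, 0.01% BSA).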
a7 integrin act: activators of alpha7 integrin expression for muscular dystrophy. AID 624291. 0.064% of 350,000 active. alpha7betagal myoblasts, beta-gal FDG fluorescence, 48 h. Potency, µM (top dose mostly 38.3 µM), inactives show at the highest dose activation, actives largely listed as activators;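 also: potency is read from the fitted curve at half-maximal effect; 100% = response of the positive control SU9516; nearly all actives have a fitted effect of over 60% in size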
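Alpha7betagal+/- myoblasts (passage 13) were plated 16-24 hr, then exposed to compounds (1:260 dilution of DMSO stock) for 48 hours at 37C. After MPER lysis, β-galactosidase reporter activity was read as FDG fluorescence (ex 480/em 540) after 30 minutes.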
MBNL1 CUG block: inhibitors of human MBNL1 binding to CUG repeat RNA; Q9NR56; TR-FRET MBNL1-His/biotin-(CUG)12 binding, 665/545 ratio; Potency, µM (titrated, usually from 57.5 µM), inactives show top-dose activity change, negative = inhibition, most hits filed as inhibitors; 0.036% of 280,000 active; active = well fitted inhibition curve with a large enough effect in the signal ratio, with a control signal flat, not every such curve was filed as active; inconclusive = small, poorly fitted or top-dose-only effect, or effect the other way, or a change in a side signal; inactive = no such curve, though single readings can be large or run the other way; the % refers to the signal ratio; also: potency is read from the fitted curve at half-maximal effect; % is scaled to controls: 0 for no effect and ±100 for the full control effect
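His-tagged MBNL1 binding to biotinylated (CUG)12 RNA was measured by TR-FRET using terbium anti-His antibody (0.055 ng/ul final) and streptavidin-XL665 (5 nM final). Compounds were titrated 92 nM to 58 uM; 60 min at room temperature.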
KCNH2 WT inh: blocks the wildtype human KCNH2 potassium channel | activity change, % at 1.84 µM | U2OS, BacMam KCNH2, thallium flux FluxOr; hits give low values | 0.37% of 340,000 active | Q12809;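 active = maximum activity change below -70%; inconclusive = maximum activity change between -70% and -50%; inactive = maximum activity change above -50%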; also: % is scaled to controls: 0 for no effect and ±100 for the full control effect
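U2OS cells transduced with wild-type KCNH2 virus are loaded with FluxOr dye for 45 min, and thallium flux is measured in kinetic reads before and after stimulation buffer. Rate constants are normalized to DMSO controls.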
MLL CXXC-DNA inh: inhibitors of human MLL CXXC domain-DNA interaction. 0.037% of 290,000 active. MLL-CXXC / FITC-HOXA9 DNA fluorescence polarization. Potency, µM (series often up to 115 µM), for inactives: at the highest dose activity change, negative = inhibition, actives largely listed as inhibitors; active = well fitted inhibition curve with a large enough effect in the polarisation, with a control signal flat, not every such curve was filed as active; inconclusive = small, poorly fitted or top-dose-only effect, or effect the other way, or a change in a side signal; inactive = no such curve, though single readings can be large or run the other way; the % refers to the polarisation; also: potency is read from the fitted curve at half-maximal effect
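Steps: dispense CXXC domain solution (7 uM) → pin compounds or unlabeled HOX-A9 DNA control → 5 min ambient → add FLSN-HOX-A9 solution (50 nM) → spin → 30 min ambient → fluorescence polarization. Tris pH 7.5/NaCl/DTT/BSA buffer.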
Starred values were filed as active, the others as inactive; ? = inconclusive; nt = not tested or not shown; [ ] = dose if it differs, or a comment. Unless noted, calls follow the shape of the dose curve; as a rule, active = well fitted curve in the direction sought with a large enough effect; inconclusive = small, poorly fitted or top-dose-only effect, or another doubt; inactive = no such curve, though single readings can be large; an effect the other way counts as inactive or inconclusive. This is a random part of the collection. Share with any hit: about 2%.

SMILES | KCNH2 3.1 block | TRPV1 agonist | A-T KAP1 phos | S-ASM inh | FBPA coupling cs | GALK inh | a7 integrin act | MBNL1 CUG block | KCNH2 WT inh | MLL CXXC-DNA inh
CC1CN/C(=C\C(=O)c2ccc(Cl)cc2)C(=O)N1 (stereo not given) | -3 | -2 | -4% | -7% | 0 | -1% | -30%[7.66 µM] | ? | 7 | 5%
COc1cc(F)ccc1S(=O)(=O)NCc1cccnc1 | 12 | 4 | 7% | 4% | 0 | 5% | 11% | -2% | -10 | -11%
O=c1[nH]c(C2CCN(S(=O)(=O)c3ccc(S(=O)(=O)NC4CC4)cc3)CC2)nc2c1nnn2Cc1ccccc1 | 14 | -1 | 7% | 78%[activator] | 0 | 4% | -5% | -6% | 11 | -3%
CCSCc1nc(N)nc(NCCc2ccccc2)n1 | 17 | -1 | 2% | -1% | 2 | -1% | 4% | -3% | -1 | 2%
COc1ccc(C2C=C(Nc3ccccc3)C(=O)N2c2ccccc2)cc1OC (stereo not given) | -18 | 0 | -5% | -2% | 0 | nt | -25% | -3% | -2 | 3%
CCn1c(=S)[nH]c2cc(C(=O)OC)ccc2c1=O | 4 | -1 | -7% | -3% | 2 | 0% | -5% | 5% | 2 | 11%
COCCNC(=S)Nc1ccc2[nH]c(=O)[nH]c2c1 | 13 | -1 | -1% | 4% | -12 | -3% | -7% | 1% | 5 | 4%
Nc1nonc1NC(=O)CSc1nc2ccccc2s1 | 0 | 0 | nt | -1% | 2 | 0% | 1% | -2% | 8 | 1%
Cc1ccc(Nc2ccc([N+](=O)[O-])nc2[N+](=O)[O-])cc1 | 6 | 0 | -1% | -10% | -2 | -3% | -50%[inhibitor] | ? | 3 | 7%
CCN(CC)S(=O)(=O)c1ccc2[nH]c(=O)c3ccccc3c2c1 | -6 | 1 | 5% | 4% | -1 | 0% | 27% | -7% | 1 | 8%
COc1ccc(F)cc1C(=O)C1CCCN(Cc2cn(C)c3ccccc23)C1 (stereo not given) | -18 | 3 | -3% | -1% | 1 | -1% | -54%[inhibitor] | 6% | 26 | 19%
O=C(Nc1nc(-c2ccccn2)cs1)c1cc2ccccc2o1 | -4 | 3 | 4% | -9% | -4 | 5% | 0% | 19% | -1 | 1%
COC(=O)CNc1cc(S(=O)(=O)N2CCCCC2)ccc1Oc1ccc(C(=O)OC)cc1 | 1 | 4 | -5% | -8% | -1 | 0% | -30% | 5% | -6 | 0%
O=C(CC1(CC(=O)N2CCOCC2)CCCC1)Nc1ccccc1 | -7 | -3 | 5% | -3% | nt | nt | -4% | nt | 10 | nt
CCOc1ccc2c(c1)C(c1ccc(C)o1)=NNC(c1ccncc1)=N2 | -1 | -8 | -3% | -1% | -4 | 9% | -9% | 2% | -7 | 1%
COCC(C)n1c(SCc2ccc(C(=O)OC)cc2)nc2ccccc2c1=O (stereo not given) | 15 | 5 | 6% | -13% | 0 | -2% | -22% | -1% | -3 | 2%
COc1ccccc1C(CNC(=O)c1cccc(S(=O)(=O)Nc2ccc(F)cc2)c1)N(C)C (stereo not given) | 1 | 2 | 1% | 4% | nt | nt | -6% | nt | 10 | nt
O=C(c1ccccc1)N1CCN(C(=O)C23CC4CC(CC(C4)C2)C3)CC1 | -11 | 25 | 4% | -4% | 2 | 9% | 8% | 4% | 3 | 3%
Cc1ccc(SCCNC(=O)c2ccccc2)cc1 | -4 | ? | 2% | -1% | nt | -4% | -4% | -2% | -5 | 5%
CC(=O)N1CCc2cc(S(=O)(=O)CCC(=O)Nc3cc(C)cc(C)c3)ccc21 | 25 | -2 | 2% | -1% | 1 | 8% | ? | -6% | -1 | -3%
NC(=O)CSc1nc(C23CC4CC(CC(C4)C2)C3)nc2ccccc12 | -4 | -4 | 5% | -1% | 0 | -1% | -7% | 0% | 3 | 8%
O=C(c1cc(-c2ccccc2)nn1-c1ccccc1)N1CCN(S(=O)(=O)c2cccc(F)c2)CC1 | 3 | ? | -7% | 3% | nt | nt | 19% | nt | 1 | nt
Cc1ccc(S(=O)(=O)NNC(=O)C2Cc3c(ccc4ccccc34)O2)cc1 (stereo not given) | -12 | 0 | 13% | -9% | 2 | -2% | -6% | -2% | -1 | -1%
Cc1csc(NC(=O)Cn2cnnn2)n1 | 5 | 0 | 6% | 1% | 0 | 0% | -5% | -10% | 0 | -1%
NC(=O)c1ccc(NC(=O)COC(=O)CCN2C(=O)c3ccccc3C2=O)cc1 | -14 | nt | -3% | 5% | nt | nt | 13% | nt | -23 | nt

Sorted by SMILES length (rising): some entries from above.
SMILES | KCNH2 3.1 block | TRPV1 agonist | A-T KAP1 phos | S-ASM inh | FBPA coupling cs | GALK inh | a7 integrin act | MBNL1 CUG block | KCNH2 WT inh | MLL CXXC-DNA inh
CCSCc1nc(N)nc(NCCc2ccccc2)n1 | 17 | -1 | 2% | -1% | 2 | -1% | 4% | -3% | -1 | 2%
O=C(CC1(CC(=O)N2CCOCC2)CCCC1)Nc1ccccc1 | -7 | -3 | 5% | -3% | nt | nt | -4% | nt | 10 | nt
COCC(C)n1c(SCc2ccc(C(=O)OC)cc2)nc2ccccc2c1=O (stereo not given) | 15 | 5 | 6% | -13% | 0 | -2% | -22% | -1% | -3 | 2%
COc1ccc(C2C=C(Nc3ccccc3)C(=O)N2c2ccccc2)cc1OC (stereo not given) | -18 | 0 | -5% | -2% | 0 | nt | -25% | -3% | -2 | 3%

Remaining list, next part:
SMILES | KCNH2 3.1 block | TRPV1 agonist | A-T KAP1 phos | S-ASM inh | FBPA coupling cs | GALK inh | a7 integrin act | MBNL1 CUG block | KCNH2 WT inh | MLL CXXC-DNA inh
CCCCn1c(N)c(N(CC(C)C)C(=O)c2cc(S(=O)(=O)N3CCCCC3)ccc2C)c(=O)[nH]c1=O | -13 | 2 | 9% | 3% | nt | nt | 0% | nt | -5 | nt
O=C(COC(=O)c1cc(=O)c2ccccc2o1)Nc1ccc2ccccc2c1 | -7 | 2 | -3% | -10% | -2 | -2% | -22% | 13% | -7 | 2%
Cc1ccc(C(=O)N/C(=C\c2cccc([N+](=O)[O-])c2)C(=O)NCc2ccncc2)cc1 | -86* | 5 | 1% | nt | 2 | 0% | -8% | ? | 11 | 3%
COc1ccccc1OCC(=O)NCC1CCCCC1 | 25 | 0 | 10% | 2% | 1 | 1% | -6% | 1% | -5 | -12%
Cc1ccc[n+](CC(=O)Nc2ccc([N+](=O)[O-])cc2Cl)c1 | 5 | -2 | nt | -2% | -4 | 2% | 3% | ? | -3 | -1%
CCCCCCn1c(N2CCN(c3cccc(Cl)c3)CC2)nc2c1c(=O)[nH]c(=O)n2C | ? | 1 | -1% | -12% | 0 | 3% | 19% | -7% | -4 | 5%
Cc1nc(C)c(C(=O)Nc2cccc(C)c2C)s1 | -12 | 1 | 0% | 10% | 1 | 2% | ? | -1% | -8 | 21%
CC(C)[C@H](NC(=O)C1CCN(S(=O)(=O)c2ccccc2)CC1)C(=O)NCc1ccncc1 | -19 | 0 | 15% | -1% | nt | -2% | 12% | -7% | -7 | -1%
O=C1CCOc2cc(OCc3ccccc3)ccc21 | -7 | -5 | 5% | -1% | 4 | -3% | -1% | -1% | -5 | -6%
CC12COC3(C(=O)Nc4ccc5ccccc5c4)CC1CCC32C (stereo not given) | -17 | ? | 3% | -2% | -1 | 12% | -21% | -4% | 21 | -1%
COc1cc2c(cc1OC)CN(c1ccc(C(F)(F)F)cn1)CC2 | -4 | 1 | 17% | -1% | -2 | 1% | -55%[inhibitor] | 5% | -11 | 6%
CC(C)c1ccccc1NC(=O)C1CCCN(C(=O)c2ccc(Cl)cc2)C1 (stereo not given) | -9 | 2 | 1% | nt | nt | nt | 0% | nt | -5 | nt
Cn1cccc1-c1cc(C(=O)N/N=C/c2ccc(Cl)cc2)[nH]n1 | -17 | 0 | 8% | ? | 2 | 0% | 18% | 1% | 1 | 8%
CC1(C)CC(=O)C(C=NCCO)=C(O)C1 | 22 | 1 | -6% | 6% | 0 | 0% | 8% | 6% | 11 | 1%
O=C(Nc1nc(-c2ccc(F)cc2)cs1)c1cnccn1 | -3 | 2 | 0% | 2% | -2 | nt | -9% | -5% | -10 | 8%
COc1ccc(C)c2sc(=NC(=O)c3ccccc3)n(C)c12 | 6 | 4 | -3% | 54% | -3 | 4% | 14% | 3% | 11 | 6%
